Screening data deposited in PubChem by Fisher Drug Discovery Resource Center.
mcGAS RapidFire – inhibitors of mouse cGAS | actives 0.18% (n = 130,000) | recombinant mouse cGAS, cGAMP by RapidFire MS | inhibition, % at 12.5 µM | AID 1259397;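 active = inhibition of cGAS enzyme activity at or above 60%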;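 also: enzyme stimulated by 45 bp dsDNA with ATP and GTP substrates; cGAMP share of summed cGAMP plus half ATP and half GTP signals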
Target sequence (Q8C6L5 whole entry, looked up): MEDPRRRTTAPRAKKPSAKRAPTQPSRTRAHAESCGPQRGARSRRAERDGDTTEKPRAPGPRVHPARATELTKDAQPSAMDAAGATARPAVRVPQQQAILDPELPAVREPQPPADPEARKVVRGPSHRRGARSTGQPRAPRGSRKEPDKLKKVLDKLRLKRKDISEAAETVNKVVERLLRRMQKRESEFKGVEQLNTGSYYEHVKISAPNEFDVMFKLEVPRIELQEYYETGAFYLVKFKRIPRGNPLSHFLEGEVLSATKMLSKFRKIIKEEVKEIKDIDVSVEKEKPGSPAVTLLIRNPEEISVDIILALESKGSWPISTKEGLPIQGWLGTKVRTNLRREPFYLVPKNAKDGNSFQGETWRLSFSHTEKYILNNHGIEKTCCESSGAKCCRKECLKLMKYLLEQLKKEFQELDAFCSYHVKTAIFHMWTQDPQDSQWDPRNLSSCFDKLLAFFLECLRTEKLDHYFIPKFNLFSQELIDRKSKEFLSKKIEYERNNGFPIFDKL
An asterisk follows results filed as active; & = joins results of further samples. This is a subset, so the mix of outcomes need not match the whole.

SMILES	mcGAS RapidFire
CCCCOc1ccccc1C(=O)N1CCN2C(=O)CN(C)C(=O)C2C1 (centres undefined)	-36.6
CN(C)C(=O)Oc1ccc[n+](C)c1	-7.1&-2.1&1.6
O=C(O)/C=C/C(=O)NC(c1ccccc1)c1ccccc1	-0.1
CCc1noc(CN(C)C(C(=O)OC)c2cccc(C#N)c2)n1 (centres undefined)	-6.2
c1ccc2c(c1)sc1nnc(SCc3cn4ccccc4n3)n12	1.2
c1cnc(-n2cnc3ccccc32)c(CNc2ncnc3c2CCC3)c1	-34.1
CSCc1ccc(C(=O)N2CCN(S(=O)(=O)c3ccc4c(c3)CCCC4)CC2)cc1	11.1
O=c1ccc(Br)cn1Cc1nc2ccccc2c2ccccc12	-5.5

Next section; the last 7 above are carried over.
SMILES	mcGAS RapidFire
CN(C)C(=O)Oc1ccc[n+](C)c1	-7.1&-2.1&1.6
O=C(O)/C=C/C(=O)NC(c1ccccc1)c1ccccc1	-0.1
CCc1noc(CN(C)C(C(=O)OC)c2cccc(C#N)c2)n1 (centres undefined)	-6.2
c1ccc2c(c1)sc1nnc(SCc3cn4ccccc4n3)n12	1.2
c1cnc(-n2cnc3ccccc32)c(CNc2ncnc3c2CCC3)c1	-34.1
CSCc1ccc(C(=O)N2CCN(S(=O)(=O)c3ccc4c(c3)CCCC4)CC2)cc1	11.1
O=c1ccc(Br)cn1Cc1nc2ccccc2c2ccccc12	-5.5
CNC(=S)N1CCN(c2ccccn2)CC1	-8.5
CN1CCC(Cc2noc(-c3ccc(Cn4cnnn4)cc3)n2)CC1	-14.6
Cc1c(Cl)cccc1NC(=O)CSc1nnc(CCC(=O)O)c(=O)[nH]1	-8.8
CC(Cn1cncn1)NCc1nncn1C1CCCCC1 (centres undefined)	-6.6
Brc1ccc(NC2=NCCCCC2)cc1	-4.7&-0.3
CCOc1ccc(C(=O)NCCNc2ccc(Nc3cc(C)ccn3)nn2)cc1	-4.3
O=C1NCCN(Cc2cccs2)C1CC(=O)N1CCC(O)(c2ccccc2)CC1 (centres undefined)	-10.5&-2.4
Cn1cc(C(C[N+](=O)[O-])c2ccccc2)c2ccccc21 (centres undefined)	1.8
CCOc1c(CC)cnc2c1c(=O)n(CC(=O)NC1CCCCC1)c(=O)n2C	-3.8
CCOc1ccccc1C(=O)NC1CC(=O)N(Cc2ccccc2Cl)C1 (centres undefined)	-4.1
Cc1ccc(CN(C)C(=O)C2CCN(S(=O)(=O)c3ccc4c(c3)CCCC4)CC2)o1	2.3
CCCCn1c2c(c(=O)n(C)c1=O)C(=O)C(CC(=O)O)N2 (centres undefined)	22.8
COC(=O)c1cc2n(n1)CCCN(C(=O)C(=O)c1cccnc1)C2	-10.9
CC(=O)Nc1ccc(C(=O)N2CCOC(C(F)(F)F)C2)c(O)c1 (centres undefined)	-7.2
Cn1c(SCc2cc(=O)oc3cc(O)c(Cl)cc23)nnc1C(F)(F)F	-3.7
CC(C)NC(=O)[C@@H]1C[C@@H](N)CN1C(=O)c1cnn2ccccc12	8.2

As a working copy, 7 of the compounds above:
SMILES	mcGAS RapidFire
CCOc1c(CC)cnc2c1c(=O)n(CC(=O)NC1CCCCC1)c(=O)n2C	-3.8
CCOc1ccccc1C(=O)NC1CC(=O)N(Cc2ccccc2Cl)C1 (centres undefined)	-4.1
Cc1ccc(CN(C)C(=O)C2CCN(S(=O)(=O)c3ccc4c(c3)CCCC4)CC2)o1	2.3
CCCCn1c2c(c(=O)n(C)c1=O)C(=O)C(CC(=O)O)N2 (centres undefined)	22.8
COC(=O)c1cc2n(n1)CCCN(C(=O)C(=O)c1cccnc1)C2	-10.9
CC(=O)Nc1ccc(C(=O)N2CCOC(C(F)(F)F)C2)c(O)c1 (centres undefined)	-7.2
Cn1c(SCc2cc(=O)oc3cc(O)c(Cl)cc23)nnc1C(F)(F)F	-3.7

Other records.
SMILES	mcGAS RapidFire
O=C(NCCc1ccccc1)c1cccc(OC2CCN(C3CCSCC3)CC2)c1	-2.8
Cc1ccc(CN2CCCn3cncc3C2)n1-c1cccnc1	9.3
Cc1nc2c(c(=O)c3ccccc3n2C)c(=O)n1CCc1ccccc1	-5.2
COCCCn1c(=NC(C)=O)c(C#N)cc2c(=O)n3cccc(C)c3nc21	-8.7
CCc1ccc(CNc2ccc(CNc3ncn[nH]3)cc2)cc1	-0.4
Cc1cc(C)n(CC(C)n2cc(-c3nccn3C)nn2)n1 (centres undefined)	-13.9
CC(Sc1nc2ccccc2[nH]1)C(N)=O (centres undefined)	-0.5
CNc1cncc(-c2ccc(OC)cc2OC)n1	0.3
CCOC(=O)C1(Cc2ccc(Cl)cc2)CCN(C(=O)c2sc(C)nc2C)CC1	-7.7
Cc1noc(C(C)NC(=O)Cc2ccccc2Br)n1 (centres undefined)	-10.0
CC1(C(=O)O)CCN1C(=O)c1cccc(C(F)(F)F)c1 (centres undefined)	2.6
CCOc1ncccc1C(=O)Nc1cc(F)c(N(C)C)c(F)c1	-8.6
CC1=C(C(=O)N2CCC(Oc3cccc(C(=O)NCc4ccccn4)c3)CC2)OCCO1	-9.0
COC(=O)c1ccc(CN2CCN(Cc3ccsc3)C(CCO)C2)cc1 (centres undefined)	-8.4&0.2
O=C(CN1CCN(c2ccccc2F)CC1)Nc1ccccc1OCC(F)(F)F	8.3
COc1cc(OC)cc(N2CCN(C(C)=O)C(C)C2=O)c1 (centres undefined)	-3.1
CN(Cc1ccccc1)C1CCCN(C2CCSCC2)C1 (centres undefined)	4.3
COc1ccc(S(=O)(=O)NCCn2ncccc2=O)cc1OC	-3.8
O=C(NCc1ccc(=O)[nH]c1)C1CC12CCCc1ccccc12 (centres undefined)	-9.7
Cc1cc(C)n(CC(=O)Nc2c(C)cccc2C)n1	-8.9
C=COCn1c2ccc(I)cc2c2cc(I)ccc21	-13.9
Cc1ccc(C)c(OCC(=O)ON=C(N)c2cccnc2)c1	7.1
COc1c(F)ccc(C(=O)N2CCCC3(CC2)CN(C)C(=O)O3)c1F (centres undefined)	2.6
COc1nc2cn(C3CCCC3)c(O)c2cc1CNC(=O)CCc1cccnc1	-10.9
CC1CCCN(S(=O)(=O)c2ccc(C(=O)NCc3ccco3)cc2)C1 (centres undefined)	-1.0
CCC(CC)C(=O)N1CCN(c2nc(C)cc(Nc3ccc(C)cc3)n2)CC1	-4.1
CCNC(=O)C1(C)CCN(Cc2cccc(C(F)(F)F)c2)C1 (centres undefined)	-3.9
CCN(CC1CCCO1)C(=O)Nc1cccc(-n2cccn2)c1 (centres undefined)	-7.6
Cc1c(C(C)NC(=O)Nc2ccc(Cl)c(Cl)c2)cnn1C (centres undefined)	-7.4
CCC(C)NC(=O)CSc1nc(C)nc2sc3c(c12)CCC3 (centres undefined)	-11.1
Cc1nn(C)c(C)c1CN(CCO)C(=O)CC12CC3CC(CC(C3)C1)C2	-11.2
CC12CCC(C(=O)N(NC(=O)c3ccco3)C1=O)C2(C)C (centres undefined)	-4.8
O=C1OCC(c2ccc3c(c2)OCCCO3)=C1c1ccc(Cl)c(Cl)c1	-17.2
COc1ccccc1-c1cccc2c1COCC(=O)N2Cc1ccccc1	-4.2
CC(C)C(NC(=O)c1ccc(S(=O)(=O)C(F)F)cc1)C(=O)N(C)C (centres undefined)	3.9
c1ccc2c(CN3CCN(C4CC5CCC4C5)CC3)cccc2c1 (centres undefined)	-2.4
Cc1cc(CC(=O)N2CCC3(CC2)N=CC2(CCCCC2)S3)on1	2.0
NC1CCN(c2ccccc2C(=O)N2CCN(CC(=O)N3CCCC3)CC2)CC1	-2.9
O=C(CCC1CCN(Cc2ccccc2C(F)(F)F)CC1)NCc1ccc(F)cc1	-3.0
Fc1ccc(Oc2ncnc3sccc23)cc1Cl	-2.3
Cc1ccc(-c2nc(-c3ccc(NC(=O)c4cccc(Cl)c4)cc3)no2)cc1[N+](=O)[O-]	-1.2
CC(C)(C)c1ccc(-c2nnc(SCC(=O)NCC(C)(C)N3CCOCC3)n2C2CCCC2)cc1	-4.3
Cc1ccc(CC(=O)Nc2cc(F)c(S(C)(=O)=O)c(F)c2)cc1	5.6
O=C(CC1CCCC(CC(=O)c2ccccc2)N1)c1ccccc1 (centres undefined)	-12.9
CN1CCOC(CCNC(=O)c2cccc3cnccc23)C1 (centres undefined)	-5.3
CC(=O)N1CCc2cc(NC(=O)C3(C)CCN3Cc3ccccc3Cl)ccc21 (centres undefined)	-3.2
CCn1c(NC(=O)CCc2ccc3c(c2)OCCO3)nc2ccccc21	-6.6
Cc1c(Cl)c([N+](=O)[O-])nn1CC(=O)Nc1sc2c(c1C#N)CCCCC2	-5.3
Cc1c(Cl)c(CN(C)Cc2cn[nH]c2)nc2ccccc12	-1.4
CCc1ccccc1NC(=O)NCCNc1cc(N(C)C)nc(C)n1	-1.4
COc1ccc(CN2CCC2(C)C(=O)NC2CCN(Cc3ccccc3)CC2)cc1 (centres undefined)	-4.3
CS(=O)(=O)c1ccc(Cl)c(NC(=O)c2ccc(F)c(F)c2)c1	0.0
CC(C)(C)OC(=O)N1CCC(NCc2ccccc2-c2ccccc2)C1 (centres undefined)	-8.0
Fc1ccc(OCCSc2nnc3c(Cl)cc(Cl)cn23)cc1	-6.4
CC(C)c1nc(CNc2cccc(OCc3cccc(C#N)c3)c2)no1	-5.1
CC(C)NCC(O)c1ccc(O)c(O)c1 (centres undefined)	-9.1&-8.4&-2.7

More records
SMILES	mcGAS RapidFire
Cc1nc(C(=O)N[C@@H](C)C(O)(c2ccccc2)c2ccccc2)cs1	7.1
COc1cc(C=C2N=C(c3ccccc3Cl)OC2=O)cc(OC)c1OC	-6.0
Oc1c(I)cc2oc3c(c2c1C=NCc1ccncc1)CCCC3	49.4
Cc1c(C(=O)N(C)Cc2ccc(F)cc2)sc(=O)n1Cc1ccc(F)cc1	-7.0
CC(C)n1cnnc1CCNC(=O)c1cc2ccccc2n1C	-8.0
Cc1ccc(Br)cc1C(=O)NC(C)CS(C)(=O)=O (centres undefined)	-23.5
COc1ccccc1CNC(=O)CNCc1nc2c(C)cccc2o1	-22.3
c1ccc(Cc2nc([C@@H]3C[C@H]3c3ccccc3)n[nH]2)cc1	-13.0

(further entries)
canonical_smiles	mcGAS RapidFire
CC1CCC(NC(=O)COC(=O)c2nccnc2C(=O)N2CCOCC2)CC1 (centres undefined)	-4.6
COc1ccc(CCN2CC(=O)N(c3ccccc3)C3CS(=O)(=O)CC32)cc1 (centres undefined)	-6.6
CC1CCN(C(=O)C(C)Sc2nnc(-c3ccc(F)cc3)o2)CC1 (centres undefined)	-6.3
CCN(Cc1ccccc1)Cc1nc(-c2cccc(OC)c2OC)oc1C	-2.5
O=C1NC2(CCCCCC2)C(=O)N1CN1CCN(c2ncccn2)CC1	7.6
O=C1/C(=C/c2csnn2)COc2c1ccc(Cl)c2Cl	22.6
CCc1nc(C)sc1CNC(=O)c1nnc2nc(C)cc(C)n12	-18.6
CC1CCCCN1C(=O)CCNC(=O)c1cccnc1 (centres undefined)	-1.5
O=C(CSC1=NS(=O)(=O)c2ccccc2N1)OCc1ccccc1	-2.4
Cc1c(C(=O)NCc2ccc(F)cc2)sc(=O)n1Cc1ccc(F)cc1	-6.9
Cc1cc(C)n2nc(C(=O)NCCS(=O)c3ccccc3)nc2n1 (centres undefined)	-24.3
CC(C)n1nccc1NC(=O)CSc1nnc(NC(C)(C)C)s1	-7.3
CS(=O)(=O)CC(=O)NCCN1CCCC(c2ccccc2)C1 (centres undefined)	-16.3
COc1ccc(C[C@H](N)C(=O)N[C@H]2[C@@H](O)[C@H](n3cnc4c(N(C)C)ncnc43)O[C@@H]2CO)cc1	17.2
Cc1nc(C)c(C(=O)NCc2cccnc2N(C)Cc2ccccc2)s1	-5.9
COc1ccccc1N(C(C)=O)c1nc(CSC2=NCCS2)cs1	-3.8
O=C(Nc1ccccc1)c1cc2n(n1)CCCN(C(=O)c1csnn1)C2	-35.2
CC1(c2ccccc2)CN(C(=O)c2ccn[nH]2)CCO1 (centres undefined)	-5.9
Cc1cccc(CC(=O)NC(C)CN2CCN(C)CC2)c1 (centres undefined)	-2.3&-1.9
CCc1nc(N)c(C#N)c(-c2ccco2)c1C	-12.1
COCC(=O)NC1CCN(c2ccccc2C(=O)NCc2ccc(-c3ccccc3)cc2)CC1	-11.1
COCCCNc1nc2nonc2nc1N1CCN2CCCC2C1 (centres undefined)	9.0
CN(Cc1ccc2nccnc2c1)C(=O)c1cc(COc2ccc(F)cc2F)on1	-1.4
COc1ccc(CCC(=O)Nn2cnc3c(cnn3C(C)(C)C)c2=O)cc1	-4.4
OCCC1CN(CC2=Cc3cc(Cl)ccc3OC2)CCN1Cc1ccsc1 (centres undefined)	0.4
CC(=O)N1CCC(C(=O)N2CCCC(CCc3ccccc3C)C2)CC1 (centres undefined)	-3.2
COc1cc(-c2csc(=NCc3ccccc3)n2N=C2CCCC2)cc(OC)c1OC	-6.9
O=C(C(O)c1ccc(F)cc1)N1CC(c2ccncc2)C1 (centres undefined)	-18.8
Cc1ccc(C(=O)Nc2nc3c(s2)CCC3C(=O)NCCn2nc(-c3ccco3)ccc2=O)cc1 (centres undefined)	-39.9
CCOC(=O)c1ccc(-c2cc(C)no2)[nH]1	-13.5
Cc1ccccc1Oc1ncccc1C(N)=O	-6.4
CC(C)C(NC(=O)CCc1cccnc1)c1nnc2n1CCNCC2 (centres undefined)	-18.1
Cc1ccc(CN2CCN(N=Cc3cc(Br)ccc3O)CC2)c(C)c1	-3.0
C=CCNc1nc(C2(C)CC3(CC(COCC(C)C)OC3=O)C(=O)O2)cs1 (centres undefined)	-4.0
COc1cccc2sc(N(CC3CCCO3)C(=O)c3cc(C)nn3C)nc12 (centres undefined)	-6.5
COc1cccc(CNC(=O)c2ccc(C(C)N3CCCCC3)o2)c1OC (centres undefined)	-34.7
CCOC(=O)Cc1nn[nH]n1	-23.7
O=C(CSc1nccc2c(OCc3ccc(F)cc3)cccc12)N1CCOCC1	-1.4
Cc1ccccc1NC(=O)CC(=O)NCCOc1c(C)cccc1Cl	-9.7
Cc1sc2nc(-c3cccs3)nc(N3CCOCC3)c2c1C	-12.8
